High-throughput results: PubChem BioAssay, several laboratories
aSyn UTR inh: 5' untranslated region of α-synuclein, MLPCN primary screen | inhibition, % (tested at 7.5 µM) | actives 0.82% (n = 300,000) | alpha-synuclein 5'UTR reporter, inhibitor activity; in the data active = inhibition above about 60%; inconclusive = no clear call, values can overlap the other calls;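 note: H4 neuroglioblastoma cells stably carrying SNCA 5'UTR luciferase fusion; 0% = DMSO wells and 100% = positive control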
HDAC3 inhib: human HDAC3 inhibition; actives 0.15% (n = 320,000); recombinant HDAC3, fluorogenic peptide/trypsin coupled, fluorescence; inhibition, % at 8.3 µM; in the data active = inhibition above about 26%, passing the limit was not always enough; inconclusive = no clear call, values can overlap the other calls
Target sequence (O15379 whole entry, looked up): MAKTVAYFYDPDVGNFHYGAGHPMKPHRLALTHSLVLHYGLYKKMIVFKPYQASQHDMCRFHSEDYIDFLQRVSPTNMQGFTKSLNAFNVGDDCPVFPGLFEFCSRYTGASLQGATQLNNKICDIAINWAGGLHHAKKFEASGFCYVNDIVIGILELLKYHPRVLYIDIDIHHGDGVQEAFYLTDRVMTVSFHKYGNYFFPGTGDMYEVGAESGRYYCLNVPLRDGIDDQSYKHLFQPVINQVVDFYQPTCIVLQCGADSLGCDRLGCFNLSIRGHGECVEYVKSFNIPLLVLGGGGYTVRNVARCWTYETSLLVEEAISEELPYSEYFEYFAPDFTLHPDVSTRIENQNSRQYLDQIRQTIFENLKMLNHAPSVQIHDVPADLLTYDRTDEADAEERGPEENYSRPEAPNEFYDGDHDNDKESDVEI
HSF-1 act: increases HSF-1 driven luciferase reporter signal; AID 504408; NIH3T3-HGL HSF-1 luciferase reporter, MG132, 8 h; 100% = twice DMSO control signal; activation, % at 9 µM; actives 1.7% (n = 300,000);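 active = mean replicate activation of at least 50% with a set share of replicates each reaching 50%; inconclusive = only one of those two conditions met; inactive = mean below 50% and too few replicates reaching it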;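 note: 0% = median of the neutral control wells and 100% = twice that signal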
HSF1 inh: HSF1 inhibition. NIH3T3-HGL HSE-luciferase, MG132-induced, luminescence 8 h; stronger effect = lower value. activity change, negative = inhibition, % at 7.5 µM (by protocol). actives 0.77% (n = 300,000);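 active = more than half of replicate wells show activity change below -50%, luminescence cut by over half; inconclusive = some wells, but at most half, below -50%; inactive = no replicate well below -50%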;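 note: luciferase reports HSF-1 transcriptional activity via heat shock element; 0% = median of DMSO wells and -100% = zero luminescence signal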
Platelet DG rel: platelet dense granule release activity; actives 0.22% (n = 300,000); inhibition, %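 (compounds screened at 7.5 µM in platelet-rich plasma)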; human platelet-rich plasma, SFLLRN dense granule ATP release, luminescence;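 active = mean replicate score, as percent of positive control, at or above 50; inconclusive = mean below 50 but at least one replicate at or above 50; inactive = mean and every replicate below 50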
IEC-6 tox: kills IEC-6 intestinal cells in KLF5 counter-screen; IEC-6 cytotoxicity, luminescence viability; actives 0.78% (n = 290,000); inhibition, % at 5 µM; in the data active = inhibition above about 22%;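 note: 0% = plate median of test compound wells and 100% = cytotoxic reference compound wells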
HIF activator: HIF pathway transcriptional activation; U2OS HRE-luciferase reporter, luminescence; normalized: DMSO 0%, desferrioxamine 100%; activation, % at 7.5 µM (by protocol); actives 0.32% (n = 300,000);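 active = mean activation of at least 10% of the iron chelator positive control signal, with at least half of replicates also reaching 10%; inconclusive = mean and replicate majority disagree about reaching 10%; inactive = mean and most replicates under 10%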
AI-2 QS mod: modulates the Vibrio harveyi AI-2 quorum sensing system | Vibrio harveyi JMH597 AI-2 luminescence/OD600 ratio, 9 h; stronger effect = lower value; strain lacks LuxN and CqsS sensors; 0 = neutral-control median | activity change, % at 7.5 µM | actives 0.4% (n = 300,000); in the data active = activity change below about -75%, passing the limit was not always enough; inconclusive = no clear call, values can overlap the other calls;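 note: luminescence divided by OD600 gain over 9 h not by final OD600 alone; inactives centre near 13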
KLF5 inh: kruppel-like factor 5 inhibition; DLD-1 KLF5 promoter-luciferase reporter, luminescence; inhibition, % at 5 µM; actives 0.23% (n = 290,000);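 active = inhibition above a per-plate limit of that plate's mean compound inhibition plus 3 SD, cut at about 60% in these data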;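 note: 0% = DMSO wells and 100% = LY294002 at 200 µM; higher means less KLF5 promoter-driven luciferase light; inactives centre near -14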
HSP90 refold inh: HSP90 refolding inhibition in rabbit reticulocyte lysate | inhibition, % at 5.6 µM | luciferase refolding luminescence, 3 h | actives 0.91% (n = 290,000);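 active = inhibition above the screen-wide mean plus 3 SD, computed separately per campaign, cut at about 16% in these data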;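 note: 0% = DMSO wells and 100% = 60 µM geldanamycin wells; inhibitors lower the luminescence because luciferase stays unfolded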
An asterisk follows results filed as active; ? = inconclusive; nt = no result given.

Structure | aSyn UTR inh | HDAC3 inhib | HSF-1 act | HSF1 inh | Platelet DG rel | IEC-6 tox | HIF activator | AI-2 QS mod | KLF5 inh | HSP90 refold inh
CCc1ccc(/C=N/n2c(COc3ccccc3)n[nH]c2=S)cc1 | 0 | -1 | -5 | -4 | -7 | -5 | -3.7 | 23 | -10 | 1
CCOC(=O)c1cnn(-c2ccc(F)cc2)c1N | -39 | -8 | 8 | -2 | 8 | -4 | -0.5 | 16 | -31 | -4
O=C(c1ccc(-c2ccccc2)cc1)C1CCCN(C(=O)c2cncs2)C1 (stereo unspecified) | -18 | 3 | 10 | 10 | -2 | -2 | 1.0 | -77* | 1 | 6
O=C(O)c1ccc(N=Nc2c(O)[nH]c3cc(Cl)ccc23)cc1 | -294 | 7 | -3 | 6 | 9 | -4 | 2.0 | 12 | -150 | 3
Cc1ccccc1OCCCN1C(=O)C(=O)c2cccc(C)c21 | -1 | 0 | 7 | 3 | 5 | -3 | 0.3 | 26 | -40 | -4
COc1ccc(OC)c(-c2cc(C(=O)N3CCc4ccccc4C3)no2)c1 | -40 | 11 | -13 | -10 | -5 | 3 | -0.6 | 18 | -4 | 1
Cc1ccc(-c2nc3n(n2)Cc2ccccc2-3)cc1 | 50 | 6 | 16 | 4 | 18 | 15 | -3.6 | 16 | -38 | 21*
CC(C)=C(NC(=O)c1ccccc1)C(=O)NCCCC(=O)O | 7 | -4 | -5 | -4 | 0 | -2 | 0.1 | 18 | -26 | 1
COc1ccc(Nc2nc(N)nc(CSCCO)n2)cc1 | -58 | 4 | 5 | -1 | 7 | 0 | 1.1 | 3 | -67 | 0
O=C(Nc1ccc2oc(-c3ccncc3)nc2c1)c1ccc2c(c1)OCCO2 | -35 | 0 | 1 | 1 | 1 | -4 | 0.4 | 20 | -8 | -4
CC(C)CC(=O)N1CCN(Cc2ccccc2Cl)CC1 | -3 | -2 | 2 | -13 | -3 | -3 | -19 | 18 | -31 | 0
COc1cc(NC(=O)C2CC2)c(OC)cc1NC(=O)CCC(=O)NC1CCN(Cc2ccccc2)CC1 | 14 | 3 | 20 | -1 | -1 | -1 | -0.2 | 15 | -22 | 0
CCCN(CC1CC1)C(=O)CSc1nnc(-c2cc(-c3cccs3)nc3ccccc23)o1 | 6 | -8 | -3 | -3 | -1 | 1 | -0.6 | 28 | -5 | 7
CCCCc1ccc(NC(=O)CSc2nc(=O)n(CCN(C)C)c3c2CCC3)cc1 | -18 | 4 | 1 | -3 | 21 | nt | 0.2 | 24 | nt | nt
CC1(C)CC(NC(=S)NCc2ccco2)CC(C)(C)N1 | -3 | 1 | -1 | -4 | -11 | 2 | 2.1 | 36 | -16 | -3
O=C(CSc1ccc(-c2ccco2)nn1)NCc1ccc(Cl)cc1 | 7 | nt | 26 | -11 | -37 | -2 | -0.1 | 12 | -19 | -6
Cc1cc(=O)oc2cc(OCC(=O)N3CCN(C(=O)C4COc5ccccc5O4)CC3)c(Cl)cc12 (stereo unspecified) | 19 | 7 | 6 | 3 | 16 | 1 | -0.5 | 6 | -1 | 0
O=C(O)c1ccc2c(c1)C(=O)N(c1ccc(C(=O)OCC(=O)c3ccccc3)cc1)C2=O | -62 | -3 | 29 | 2 | -40 | nt | 1.2 | 11 | nt | nt
CC1=NNC(=O)C1C(c1cccc(O)c1)C(C#N)C#N (stereo unspecified) | 5 | -2 | -1 | -4 | 15 | -2 | -0.2 | 11 | -37 | 1
CC1(C)CC(=O)c2c(Cc3ccccc3)noc2C1 | -16 | nt | 1 | 1 | 2 | 1 | -0.2 | 9 | -9 | -2
Cc1ccc(NC(=O)c2ccc(OCc3c(C)noc3C)cc2)cc1 | -5 | -5 | -13 | 4 | 5 | 4 | 0.0 | 11 | -24 | 1
Cc1nc(SCC(=O)NCc2ccco2)c2c(C)c(C)sc2n1 | 19 | 2 | 18 | 2 | 11 | 2 | 0.0 | 15 | -9 | 2
COc1ccc(C(=O)COC(=O)C(CCSC)NC(=O)COc2ccccc2)cc1 (stereo unspecified) | 9 | 4 | -2 | 3 | 19 | nt | -0.1 | -5 | nt | nt
CCOC(=O)N1CCN(C(=O)c2ccccc2Oc2ccccc2)CC1 | 0 | -4 | -1 | 1 | 3 | 0 | -0.2 | 8 | -30 | -2
CCn1c2ccccc2c2cc(CN3CCN(C(=O)c4ccco4)CC3)ccc21 | -10 | 4 | 17 | -9 | 3 | -13 | 0.0 | 18 | 1 | 6
O=C(Cn1nc(C(=O)O)c2ccccc2c1=O)Nc1nc(-c2ccccc2)cs1 | -71 | -7 | 11 | 1 | 7 | -4 | 1.2 | 34 | -22 | 0
CCOc1ccc(NS(=O)(=O)c2ccc(C)c(C(N)=O)c2)cc1 | -73 | 5 | -48 | -47 | 1 | 4 | -2.2 | -7 | -38 | -1
CCCCOP(=O)(OCCCC)C(O)c1ccc(Br)cc1 (stereo unspecified) | 3 | 4 | 0 | -4 | -4 | 1 | 0.1 | 5 | -38 | -4
CCOc1cc(C(=S)N2CCOCC2)ccc1OC(=O)c1ccc(C)cc1 | 1 | -2 | 11 | -5 | -2 | 5 | -0.8 | -14 | -24 | 4
CC(C)c1ccc(NC2CCCN(C(=O)CCN3CCCC3=O)C2)cc1 (stereo unspecified) | -2 | -3 | 4 | -4 | 2 | -3 | 0.4 | 24 | -19 | -6
Cc1cc(C)cc(C(=O)N(c2ccccn2)C(C)c2ccco2)c1 (stereo unspecified) | 20 | 2 | 23 | 1 | 4 | -3 | 0.1 | 6 | -16 | 2
O=C(NCCc1ccccc1)C(=O)NCC1OCCCN1S(=O)(=O)c1cccs1 (stereo unspecified) | 1 | 4 | 3 | -3 | -3 | -3 | -0.4 | 11 | 2 | 0
CNS(=O)(=O)c1cccc(C(=O)Nc2cccc(Cl)c2)c1 | -111 | 1 | -9 | 2 | nt | 1 | 1.6 | -5 | -56 | -2
Cc1csc(N(C)C(=O)CSc2nnc(COc3ccccc3C)o2)n1 | 13 | 1 | 3 | -2 | 23 | -4 | -0.1 | 30 | -10 | -1
CCc1ccc(OCC2Cn3c(nc4c3c(=O)[nH]c(=O)n4C)O2)cc1 (stereo unspecified) | 18 | -3 | 9 | -3 | -5 | 7 | -1.5 | 13 | -27 | 3
COc1ccc(N2CCN(C(=O)COCc3cc(-c4ccc5c(c4)OCO5)on3)CC2)cc1 | 13 | ? | 8 | -5 | -8 | -3 | 0.3 | 25 | -1 | -1
COC(=O)CCn1nc(-c2ccc(C)cc2)c2ccccc2c1=O | 19 | ? | -9 | -3 | -3 | 7 | -0.8 | -9 | -43 | -1
Nc1ccccc1OCCOCCOCCOc1ccccc1N | 4 | 9 | 10 | -2 | 10 | -2 | -0.4 | 1 | -17 | 1
CN1CCC(=NNC(=O)C(=O)Nc2cccc(Br)c2)CC1 | 30 | -1 | -4 | -2 | -5 | 1 | -0.5 | -1 | -3 | 0
COC(=O)c1ccc(NC(=O)CN(c2ccc(C)cc2)S(=O)(=O)c2c(C)n[nH]c2C)cc1 | 32 | 2 | -11 | -4 | -1 | 2 | -0.7 | 12 | 5 | -2

Complete entries, looked up by structure.
`O=C(NCCc1ccccc1)C(=O)NCC1OCCCN1S(=O)(=O)c1cccs1` (stereo unspecified) reads aSyn UTR inh = 1; HDAC3 inhib = 4; HSF-1 act = 3; HSF1 inh = -3; Platelet DG rel = -3; IEC-6 tox = -3; HIF activator = -0.4; AI-2 QS mod = 11; KLF5 inh = 2; HSP90 refold inh = 0
`Cc1ccc(NC(=O)c2ccc(OCc3c(C)noc3C)cc2)cc1` reads aSyn UTR inh = -5; HDAC3 inhib = -5; HSF-1 act = -13; HSF1 inh = 4; Platelet DG rel = 5; IEC-6 tox = 4; HIF activator = 0.0; AI-2 QS mod = 11; KLF5 inh = -24; HSP90 refold inh = 1
`Cc1csc(N(C)C(=O)CSc2nnc(COc3ccccc3C)o2)n1` reads aSyn UTR inh = 13; HDAC3 inhib = 1; HSF-1 act = 3; HSF1 inh = -2; Platelet DG rel = 23; IEC-6 tox = -4; HIF activator = -0.1; AI-2 QS mod = 30; KLF5 inh = -10; HSP90 refold inh = -1

The results go on.
Structure | aSyn UTR inh | HDAC3 inhib | HSF-1 act | HSF1 inh | Platelet DG rel | IEC-6 tox | HIF activator | AI-2 QS mod | KLF5 inh | HSP90 refold inh
COc1ccc(CN(C(=O)CNC(=O)c2ccco2)C(C(=O)NCC2CCCO2)c2ccccc2)cc1 (stereo unspecified) | 25 | -1 | -2 | -2 | -4 | 9 | -13 | 18 | -18 | 0
O=[N+]([O-])c1ccc(N2CCCCC2)cc1SCCO | 16 | 7 | -4 | -2 | 1 | -6 | 0.5 | 7 | -18 | 3
Cc1ncc(CN2CCCC(C(=O)Nc3ccc(-c4ccco4)cc3)C2)cn1 (stereo unspecified) | 4 | -4 | 3 | -4 | 10 | 0 | 1.9 | 28 | -10 | 2
CCOC(=O)Cc1csc(NC(=O)Nc2ccc(C)cc2)n1 | -60 | -2 | 10 | -6 | -13 | 3 | 2.5 | 25 | -41 | 4
COc1ccc(C2C(C#N)=C(N)Oc3cc(O)ccc32)cc1C (stereo unspecified) | -9 | -15 | -3 | 2 | -1 | -3 | -1.2 | 21 | -22 | -2
O=C(O)c1ccccc1NCc1cccnc1 | -8 | 8 | 13 | 5 | 9 | nt | -0.5 | 3 | nt | nt
COc1ccc(OCc2nnc(SCC(=O)N3c4ccccc4Sc4ccc(Cl)cc43)o2)cc1 | 25 | 0 | 7 | 4 | 5 | -1 | 0.0 | 11 | -31 | 2
S=C(NCCN1CCOCC1)NC1CCCCC1 | -14 | -2 | 11 | 0 | 1 | 3 | -0.2 | 38 | 20 | 2

Entries shown so far that have a cyano group (two):
Structure | aSyn UTR inh | HDAC3 inhib | HSF-1 act | HSF1 inh | Platelet DG rel | IEC-6 tox | HIF activator | AI-2 QS mod | KLF5 inh | HSP90 refold inh
CC1=NNC(=O)C1C(c1cccc(O)c1)C(C#N)C#N (stereo unspecified) | 5 | -2 | -1 | -4 | 15 | -2 | -0.2 | 11 | -37 | 1
COc1ccc(C2C(C#N)=C(N)Oc3cc(O)ccc32)cc1C (stereo unspecified) | -9 | -15 | -3 | 2 | -1 | -3 | -1.2 | 21 | -22 | -2
